PME-1 inh – blocks human protein phosphatase methylesterase 1; 0.53% of 320,000 active; recombinant PME-1, FP-Rh probe fluorescence polarization; AID 2130; inhibition, % at 5.9 µM;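 active = inhibition above the campaign mean of all compounds plus 3 SD, cut at about 26% in these data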;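 note: competitive labeling of PME-1 active site by serine hydrolase directed probe; 0% = PME-1 with DMSO and 100% = wells lacking PME-1 enzyme; inhibitors block probe labeling so polarization falls and inhibition rises; many of its hits are not listed in these tables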
PAFAH1B2 inh – inhibitors of human PAFAH1B2; P68402; recombinant PAFAH1B2, FP-rhodamine activity probe, fluorescence polarization; inhibition, % at 3.39 µM; 1.2% of 340,000 active; AID 492953;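 active = inhibition above the mean of all tested compounds plus 3 SD, cut at about 24% in these data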;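 note: 0% = enzyme with DMSO and 100% = wells lacking PAFAH1B2; many of its hits are not listed in these tables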
Target sequence (P68402 whole entry, looked up): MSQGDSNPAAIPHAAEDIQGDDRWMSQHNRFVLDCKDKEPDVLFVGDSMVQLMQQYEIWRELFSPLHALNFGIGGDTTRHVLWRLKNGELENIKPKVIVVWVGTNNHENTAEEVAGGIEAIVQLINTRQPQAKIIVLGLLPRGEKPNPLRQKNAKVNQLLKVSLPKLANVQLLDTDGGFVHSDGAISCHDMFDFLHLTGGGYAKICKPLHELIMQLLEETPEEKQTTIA
pPAFAH inh – pPAFAH (human) enzyme inhibition | Q13093 | recombinant pPAFAH, FP-rhodamine probe fluorescence polarization | inhibition, % at 3.39 µM | 1.5% of 330,000 active;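 active = inhibition above the mean inhibition across the screen plus 3 SD, cut at about 25% in these data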;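 note: inhibitors block binding of the rhodamine activity-based probe so polarization drops; 0% = enzyme with DMSO and 100% = wells lacking pPAFAH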
MEX-5 binding – C. elegans MEX-5 TCR-2 RNA binding activity; 0.38% of 300,000 active; MEX-5/FITC-TCR2 RNA binding, fluorescence polarization; hits give low values; AID 1832; activity score (negative = inhibition of binding), % at 10 µM;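 active = inhibition past about -25% in most replicates, and total fluorescence under double the plate's negative control median, limit read from the data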;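 note: 0% = DMSO and -100% = 5 µM competing unlabeled TCR2 RNA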
Target sequence (Q9XUB2 whole entry, looked up): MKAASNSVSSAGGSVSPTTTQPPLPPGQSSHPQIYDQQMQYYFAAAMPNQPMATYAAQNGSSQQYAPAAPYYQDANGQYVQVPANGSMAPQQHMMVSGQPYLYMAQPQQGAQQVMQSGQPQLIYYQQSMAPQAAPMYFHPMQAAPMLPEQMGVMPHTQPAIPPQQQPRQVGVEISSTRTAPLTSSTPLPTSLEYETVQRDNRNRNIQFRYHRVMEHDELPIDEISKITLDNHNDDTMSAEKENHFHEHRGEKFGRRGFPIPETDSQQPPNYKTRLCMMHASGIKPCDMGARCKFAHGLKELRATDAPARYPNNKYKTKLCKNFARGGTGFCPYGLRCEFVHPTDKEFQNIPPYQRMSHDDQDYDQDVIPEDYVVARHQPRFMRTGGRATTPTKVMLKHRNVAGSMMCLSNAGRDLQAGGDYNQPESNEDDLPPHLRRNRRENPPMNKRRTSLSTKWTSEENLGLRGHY
GLD-1 TGE inh – GLD-1-TGE RNA interaction inhibition (C. elegans); purified GLD-1 + fluorescein TGE RNA, fluorescence polarization; AID 2280; 0.44% of 320,000 active; Q17339; inhibition, % at 5.96 µM;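 active = percent inhibition above a per-plate cutoff, the plate mean of test compounds plus 3 SD, cut at about 30% in these data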;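 note: 0% = DMSO wells with GLD-1 and probe and 100% = wells lacking GLD-1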
AHR act – activators of human aryl hydrocarbon receptor | P35869 | AHR-responsive luciferase reporter cells, luminescence | activation, % at 5 µM | 2.5% of 320,000 active | AID 2796; in the data active = activation above about 47%;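 note: 0% = vehicle wells and 100% = reference agonist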
Fam108B inh – Fam108B inhibition, counter-screen for RBBP9 inhibitors. inhibition, % at 9.51 µM. AID 1947. recombinant Fam108B, FP-Rh probe fluorescence polarization. 0.33% of 300,000 active;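 active = inhibition above the screen mean inhibition plus 3 SD, computed separately per campaign, cut at about 18% in these data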;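 note: inhibitors lower polarization as less probe binds the enzyme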
MCL1-BIM inh – MCL1-BIM-BH3 interaction inhibition (human). Q07820. GST-MCL1 / FITC-Bim-BH3 fluorescence polarization. inhibition, % at 10.9 µM. 0.68% of 320,000 active;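 active = inhibition above the mean inhibition of all tested compounds plus 3 SD, set per campaign, cut at about 40% in these data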;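 note: 0% = DMSO wells and 100% = unlabeled Bim-BH3 peptide control; higher means more loss of mP so more displacement of Bim peptide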
Bcl-xL primary – Bcl-xL (human) inhibition. Q07817. GST-Bcl-xL / FITC-Bim BH3 peptide fluorescence polarization. inhibition, % at 10.9 µM. 0.7% of 320,000 active. AID 2129;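 active = inhibition above the mean of all tested compounds plus 3 SD, cutoff set per campaign, cut at about 30% in these data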;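 note: 0% = DMSO wells and 100% = unlabeled Bim-BH3 peptide competitor; inhibitors lower millipolarization by displacing the labeled peptide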
Target sequence (Q07817 whole entry, looked up): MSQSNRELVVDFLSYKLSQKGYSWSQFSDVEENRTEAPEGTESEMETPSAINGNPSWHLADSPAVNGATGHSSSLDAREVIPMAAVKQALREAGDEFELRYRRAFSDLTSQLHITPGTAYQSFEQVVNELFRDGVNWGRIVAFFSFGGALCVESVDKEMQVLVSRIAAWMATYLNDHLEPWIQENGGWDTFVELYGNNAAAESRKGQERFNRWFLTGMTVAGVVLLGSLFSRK
Numbers without * were called inactive; x = not tested or not shown. Not all compounds are listed; rates above refer to the full screens.

Molecule	PME-1 inh	PAFAH1B2 inh	pPAFAH inh	MEX-5 binding	GLD-1 TGE inh	AHR act	Fam108B inh	MCL1-BIM inh	Bcl-xL primary
CC(C)(C(=O)O)n1cncn1	-5	-2	-2	1.3	5	1	5	8	4
COc1ccc(Br)c2c1C(=O)CC2	4	-2	6	-1.2	1	1	0	5	7
Cn1ccnc1Sc1ccc(/C=N/NC(=O)c2ccccc2[N+](=O)[O-])cc1[N+](=O)[O-]	18	3	-2	-1.1	-7	2	1	6	7
Cc1noc(C)c1COc1ccc(C(=O)N2CCN(c3ccccc3O)CC2)cc1	0	-5	3	x	-6	0	x	-2	4
Fc1ccc(-c2csc(/C=C/c3ccc4c(c3)OCO4)n2)cc1	-2	0	4	-1.7	3	82*	-5	-1	7
COc1ccc2c(c1OC)C(=O)N(c1ccc(C)c(C)c1)C2=O	2	-1	-2	-1.8	1	-5	4	1	-3
CN(Cc1cccs1)C(=O)/C=C/c1ccccc1[N+](=O)[O-]	2	3	1	0.5	-3	8	1	4	1
O=C(O)c1cc(-c2ccc3ccccc3n2)nc2ccccc12	-2	0	6	-17	-2	12	-3	4	3
CCOP(=O)(c1ccccc1)c1nc(-c2ccccc2Cl)oc1N1CCCCC1 (stereo unspecified)	0	0	1	0.0	6	2	2	-3	0
CCc1noc(C)c1C(=O)N1CCCC(C(=O)c2ccc(OC)c(F)c2)C1 (stereo unspecified)	0	-1	2	-0.3	2	-2	1	12	4
CCn1c(SCc2ccc(Cl)cc2)nnc1-c1ccccc1	2	21	3	0.5	2	-4	-8	-4	-2
O=C(COC(=O)/C=C/c1cccc(Br)c1)NC1CCCC1	x	-2	13	x	2	0	x	x	x
Nc1c(C(=O)O)sc2nc3c(cc12)CCCC3	-5	x	-1	-1.1	-6	4	-1	-1	5
Cc1ccc(C(C)C)c(OCC(=O)OCc2c(C)noc2C)c1	-4	6	10	0.2	7	3	0	-7	-2
CN(C)/C=C(\C(=O)c1cccc(Cl)c1)c1nnnn1-c1ccccc1	0	4	-2	3.1	12	0	-3	0	-3
O=C(CN1C(=O)COc2ccc(S(=O)(=O)N3CCCC3)cc21)NC1CCCCCCC1	0	x	-1	0.8	5	4	1	3	1
O=C(CSc1nnc(-c2ccc(F)cc2)o1)NC1CCCCC1	-3	0	4	1.1	5	-1	-2	-9	2
COc1ccccc1Cn1c(=S)[nH]c2cc(C(=O)N3CCN(c4ccccc4OC)CC3)ccc2c1=O	0	-8	1	-1.7	13	3	3	6	1
COc1ccc(NS(=O)(=O)c2cccc(NC(=O)COc3ccccc3[N+](=O)[O-])c2)cc1	x	1	15	x	2	-2	x	x	x
O=C(O)c1cccc(NS(=O)(=O)c2cccc3nsnc23)c1	-7	-2	6	-0.6	12	2	3	3	2
CC(=O)[C@H]1CC[C@H]2[C@@H]3C=CC4=CC(=O)CC[C@@]4(C)[C@@H]3CC[C@]12C	10	7	2	x	4	0	1	5	5
COc1cc2c(cc1N/C=C(\C#N)c1nc(-c3ccccc3)cs1)oc1ccccc12	11	3	1	-9.9	-3	5	-3	-7	0
COc1ccccc1NCCC(=O)OCC(=O)Nc1cc([N+](=O)[O-])ccc1F	x	5	10	x	2	0	x	x	x
Nc1c(C(=O)NC2CCCC2)sc2nc(-c3cccs3)ccc12	13	2	8	-5.4	9	12	4	4	4
Fc1ccc(CNc2ccc(N3CCN(Cc4ccccc4)CC3)cc2)cc1	3	5	3	1.6	6	6	3	7	8
Clc1cccc(Nc2ncnc3ccc(Br)cc23)c1	-8	4	-5	-3.2	-4	41	-6	0	2
COc1ccc(-c2cn(-c3ccc(C)c(Cl)c3)c(=S)[nH]2)cc1OC	-4	7	4	-1.4	-6	12	1	-1	5
CN(CC1CCOCC1)C(=O)CC1C(=O)NCCN1Cc1ccc(Cl)c(F)c1 (stereo unspecified)	7	4	4	-0.8	15	0	2	15	12
N#Cc1cccnc1N1CCN(C(=O)c2ccco2)CC1	0	6	3	1.8	1	-3	-6	3	4
O=C(CCC(=O)c1ccc(Cl)cc1)NCc1ccccc1	4	9	5	2.0	5	0	1	4	3
CCN(CC)c1ccc(NC(=S)NC(=O)Cc2ccccc2)cc1	12	3	15	-2.8	1	16	4	15	6
COc1ccc(NC(=O)CN2C(=O)COc3ccccc32)cc1OC	-2	4	9	-1.7	0	4	-4	-2	3
CNC(=O)C1CC(=O)N(c2ccc(OCC(=O)N3CCCC3)cc2)C1 (stereo unspecified)	0	1	-3	-5.0	-5	10	0	-1	4
CCOc1ncccc1C(=O)Nc1cccc(-n2cnnn2)c1C	x	6	-1	x	-1	4	x	x	x
CCN(CC)S(=O)(=O)c1ccc(C(=O)Nc2nnc(COC)o2)cc1	-1	3	5	-0.1	-8	1	1	-5	3
O=C(CC1CCCCC1)NCCOc1ccccc1	4	2	1	-1.9	-1	3	-1	4	5
O=C(O)c1ccc(CSc2nnc(COc3ccccc3)o2)cc1	3	14	-1	-0.7	1	-2	5	7	5
COc1cc(OC)c2ccc(=O)oc2c1C(CC(=O)N1CCOCC1)c1ccc2c(c1)OCO2 (stereo unspecified)	2	4	4	0.1	5	1	-2	5	5
COc1ccc(-n2c(SCC(=O)Nc3ccccc3C)nc(O)c(Cc3ccccc3)c2=O)cc1	1	5	-1	1.9	-2	19	0	2	2
O=S(=O)(Cc1ccccc1Cl)NCCc1ccccc1	-4	6	-2	-1.0	-1	-1	1	-1	-1
COCCCN(Cc1ccccn1)S(=O)(=O)Cc1ccccc1	-1	1	4	0.1	1	1	-9	-3	-2
Cc1ccc(/C=C2\SC(=O)N(CCC(=O)N3CCN(C)CC3)C2=O)cc1	1	2	-1	-1.9	-3	7	-2	-2	-9
Cc1ccnc(NS(=O)(=O)c2ccc(N3C(=O)c4c(Cl)c(Cl)c(Cl)c(Cl)c4C3=O)cc2)n1	2	3	1	0.8	4	5	0	-3	2
CC(=O)Nc1cc(C(=O)OCC(=O)c2ccc(Cl)cc2Cl)ccc1C	0	12	0	1.7	-1	-1	-1	-5	-2
O=C(NCCc1ccccc1)C(=O)c1c(-c2ccccc2)[nH]c2ccccc12	-3	5	-2	-1.7	2	6	9	3	8
O=C(NC(=S)N1CCOCC1)c1cc2ccccc2o1	-7	0	-1	1.3	7	3	-2	1	2
c1ccc(-n2ncc3c(NCc4cccnc4)ncnc32)cc1	-1	0	3	0.9	7	8	-3	-4	-2
COc1ccc(-c2nn3c(-c4ccccc4)nnc3s2)cc1	-8	-3	2	-0.8	6	-4	-4	-5	6
COc1cnc(N(C)C)nc1Sc1cccc(Cl)c1	2	-2	16	1.1	0	3	4	-4	-1
O=C1NC(c2ccccc2)=C(c2ccc3ccccc3n2)C(c2ccncc2)N1 (stereo unspecified)	0	0	9	1.0	9	11	3	-2	-4
CCOC(=O)C1=C(C)N(CCCCCC(=O)O)C(=O)NC1c1cccc([N+](=O)[O-])c1 (stereo unspecified)	-3	7	1	-2.0	-5	0	3	-5	4
CCc1ccc2[nH]cc(S(=O)(=O)c3ccc(C)c(C)c3)c(=O)c2c1	-1	3	-7	1.4	-4	1	-4	-12	0
COc1ccc(NC(=O)CCN2CCN(S(=O)(=O)c3ccc(OC)cc3)CC2)cc1	-1	4	2	0.2	2	2	-1	-5	3
CC1(C)CC(=O)C(C(O)c2ccc([N+](=O)[O-])cc2)C(C)(C)N1 (stereo unspecified)	3	-1	1	-0.5	2	0	5	3	8
Cc1ccc(OCC(=O)OC(C)CN2CCCCC2)cc1 (stereo unspecified)	-7	1	-1	1.5	1	-1	2	9	1
Cc1cccc(C(C)C)c1NC(=O)CN1C(=O)NC(Cc2ccccc2)C1=O (stereo unspecified)	1	1	1	0.3	7	4	0	3	2
CC(=O)C1C(c2ccc(F)cc2)C2C(C)=NN=C2CC1(C)O (stereo unspecified)	7	9	-1	2.0	4	4	12	-5	3
C=CCC(C#N)(c1ccc(OC)c(OC)c1)c1cnccn1 (stereo unspecified)	4	5	0	-1.3	-5	0	1	6	0
Nc1ccc2c(c1)OC1(CCCC1)O2	3	4	22	-0.2	4	1	1	21	24
Cc1nnc(SCC(=O)NC(C)(C)C)n1CCc1ccccc1	-4	-2	0	1.2	0	3	0	8	5

Continuation.
Molecule	PME-1 inh	PAFAH1B2 inh	pPAFAH inh	MEX-5 binding	GLD-1 TGE inh	AHR act	Fam108B inh	MCL1-BIM inh	Bcl-xL primary
O=C(CN1C(=O)NC2(CCCCC2)C1=O)Nc1ccc(S(=O)(=O)N2CCOCC2)cc1	2	-1	3	0.2	8	-4	1	1	2
CC(C)N(C)Cc1nnnn1CC(=O)N(C)Cc1ccc(F)cc1	0	4	1	0.8	-10	49*	2	-3	2
COc1ccccc1N(CC(=O)N/N=C/c1ccc(SC)cc1)S(C)(=O)=O	-6	-5	2	2.4	-2	16	-4	2	2
COC(=O)C(Cc1cnc(Cl)s1)(C(=O)OC)c1ccc([N+](=O)[O-])cc1[N+](=O)[O-]	1	8	3	2.2	0	2	2	2	1
Cc1ccc(S(=O)(=O)N2CCCC2)cc1C(=O)N1CCN(Cc2ccccc2)CC1	8	-4	1	2.3	-6	-2	-1	0	0
Cc1ccccc1NC(=O)c1cc2ccccn2n1	6	1	4	1.2	0	14	5	4	0
COc1cc(F)c(C(=O)NC(C)(C)CO)cc1OC	1	0	-3	2.9	2	1	7	1	-1
O=C(C1=C(O)C(=O)N(CC2CCCO2)C1c1ccccc1Cl)c1ccco1 (stereo unspecified)	-11	1	2	0.2	0	-1	-3	2	3
O=C(NCC(=O)N1CCN(S(=O)(=O)c2cccs2)CC1)c1ccc(Cl)cc1	-3	1	0	-1.8	-6	1	3	2	6
Cn1c2ccccc2c2ncn(Cc3ccc(F)cc3)c(=O)c21	-10	1	-4	-0.3	-2	0	-3	-4	-2
CCCCNC(=O)C1CC(c2ccccc2[N+](=O)[O-])=NO1 (stereo unspecified)	0	2	-3	1.4	0	6	9	-11	-6
N#CC(=C=[N-])C1=C(C#N)C(c2ccccc2F)C([n+]2ccccc2)C(O)(C2CC2)N1 (stereo unspecified)	2	-1	30*	-0.5	2	5	16	9	11
O=C(NCc1ccc(Cl)cc1)C1CCN(C(=O)c2ccco2)CC1	-1	3	1	-0.7	8	-2	0	-5	-2
CN(C)c1nc(OCCOC(=O)Nc2ccc(Cl)cc2Cl)nc(N(C)C)n1	0	2	-2	0.1	-1	-2	-2	-2	-1
O=C(CCN1CCN(CCO)CC1)Nc1ccccc1	4	3	7	-5.2	2	-1	-3	8	8
Cc1ccc(N2C(=O)C3C4CC(=O)C(c5ccccc54)C3C2=O)cc1C (stereo unspecified)	6	0	3	-1.3	5	0	6	9	-2
Cc1cccn2cc(-c3ccccc3)nc12	-9	1	0	0.1	-3	38	5	5	5
COc1ccc(C(C)NC(=O)CCc2ccccc2)cc1 (stereo unspecified)	0	12	4	-1.6	0	-1	-3	2	6
CNc1nc(NC#N)nc(SC)n1	-4	0	2	0.8	-8	0	-1	5	7
COC(=O)CNC(=O)C1CCCN1C(=O)OC(C)(C)C (stereo unspecified)	-4	4	3	0.3	-7	3	-1	2	0

Screening results from PubChem BioAssay.
